Assay outcomes (PubChem)
Casp1 inh: qHTS Assay for Allosteric/Competitive Inhibitors of Caspase-1. Potency, µM (series often up to 57.5 µM), for the others: at the highest dose activity change, negative = inhibition, hits mostly inhibitors. P29466. Caspase-1 enzyme, Ac-WEHD-AFC fluorogenic rate. 0.03% of 75,000 active;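 note: potency is the fitted concentration of half-maximal effect; plate controls were vehicle for no effect and no substrate for full effect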
Target sequence (P29466 120-297 limits assumed): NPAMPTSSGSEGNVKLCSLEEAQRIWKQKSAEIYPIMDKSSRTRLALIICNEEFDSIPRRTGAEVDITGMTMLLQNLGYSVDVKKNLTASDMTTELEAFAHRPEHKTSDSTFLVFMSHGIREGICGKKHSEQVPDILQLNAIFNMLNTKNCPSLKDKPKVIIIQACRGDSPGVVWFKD
Target sequence (P29466 317-404 limits assumed): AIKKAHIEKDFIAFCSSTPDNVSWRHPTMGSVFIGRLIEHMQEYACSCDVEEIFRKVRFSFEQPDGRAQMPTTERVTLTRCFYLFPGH
Texas Red fluor: qHTS Assay for Spectroscopic Profiling in Texas Red Spectral Region; max dye-equivalent concentration, M; 0.06% of 59,000 active; Compound fluorescence, Texas Red channel, 547/618 nm; hits give high values; AID 587, 2007; in the data active = max dye-equivalent concentration above about 10 nM; inconclusive = between about 1.1 nM and that limit
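Texas Red-region profiling: compounds in 100 mM Tris pH 8.0 were read at 547/618 nm after 15 min at room temperature. Intensities were normalized against a six-point Texas Red standard series to give dye-equivalent concentration.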
4MU fluor: qHTS Assay for Spectroscopic Profiling in 4-MU Spectral Region; compound autofluorescence, 340/450 nm, 4-MU equivalents; hits give high values; max dye-equivalent concentration, M; 11% of 59,000 active; AID 589, 2007; in the data active = max dye-equivalent concentration above about 10 nM; inconclusive = mostly about 1.1 nM to 9.6 nM
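Intrinsic fluorescence at 340/450 nm (ex/em) was read after 15 min at room temperature in pH 8.0, 100 mM Tris. Each compound concentration expressed as 4-MU-equivalent concentration from a six-point 4-MU standard series on each plate.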
BRCT PPI green: qHTS Assay for Inhibitors of BRCT-Phosphoprotein Interaction (Green Fluorophore) | 0.05% of 75,000 active | AID 875, 2007 | BRCA1 BRCT-phosphopeptide binding, green fluorescence polarization | Breast cancer type 1 susceptibility protein (Homo sapiens), P38398 | Potency, µM (top dose mostly 76.9 µM), inactives show at the top dose activity change, negative = inhibition, usual class: inhibitors;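 note: potency is the fitted concentration of half-maximal effect; plate controls were peptide without protein for full effect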
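Compounds were incubated for 12 min at room temperature with a complex of 100 nM fluorescein-tagged pBACH1 decapeptide and 250 nM His-tagged BRCT protein. Buffer was phosphate pH 7.3 with EDTA, DTT and Tween 20. Disruption of binding lowers the polarization signal.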
A350 fluor: qHTS Assay for Spectroscopic Profiling in A350 Spectral Region; Compound autofluorescence, 340/450 nm, Alexa 350 dye-equivalents; hits give high values; max dye-equivalent concentration, M; 11% of 59,000 active; AID 590, 2007; in the data active = max dye-equivalent concentration above about 10 nM; inconclusive = mostly about 1.1 nM to 9.6 nM
USP2a inh: qHTS Assay for Inhibitors of Ubiquitin-specific Protease USP2a | Ubiquitin carboxyl-terminal hydrolase 2 (Homo sapiens), O75604 | USP2a enzymatic assay, qHTS inhibition | Potency, µM (titrated, usually from 38.3 µM), for inactives: at the highest dose activity change, negative = inhibition, usual class: inhibitors | 0.1% of 60,000 active;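 note: potency is the fitted concentration of half-maximal effect; nearly all actives have a fitted effect of over 60% in size; plate controls were DMSO for no effect and NEM full inhibition control for full effect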
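20 nM USP2 core + cpd, 30 min RT; add 20 nM Ub-PLA2/20 uM NBD C6-HPC; read Ex460/Em535 at 0 h and 2.5 h. Normalized to NEM; qHTS curve fit/classification.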
BRCT PPI red: qHTS Assay for Inhibitors of BRCT-Phosphoprotein Interaction (Red Fluorophore) | Breast cancer type 1 susceptibility protein (Homo sapiens), P38398 | BRCT-phosphopeptide binding, red fluorescence polarization | Potency, µM (doses to about 76.9 µM), for inactives: at the highest dose activity change, negative = inhibition, most hits filed as inhibitors | 0.03% of 75,000 active | AID 892, 2007; note: % is set by controls: 0 for no effect and ±100 for the full control effect
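Fluorescence polarization: 100 nM His-tagged BRCA1 BRCT with 100 nM TAMRA-labelled phospho-BACH1 decapeptide, phosphate buffer pH 7.3 with 150 mM NaCl, DTT, 0.01% Tween 20; 12 min RT. Binding inhibition seen as FP decrease.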
HEK293 cAMP cs: qHTS Assay for Agonists of the Thyroid Stimulating Hormone Receptor: Activators of Intracellular cAMP Concentrations in Parental HEK 293 | parental HEK293 CNG cAMP sensor, membrane potential fluorescence | Potency, µM (series often up to 57.1 µM), for inactives: at the top dose activation, actives largely listed as activators | 2.5% of 73,000 active; note: potency is the fitted concentration of half-maximal effect; % of control where 0% means no effect; nearly all actives have a fitted effect of over 55% in size
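Parental HEK 293 cells stably expressing a cAMP-gated CNG channel were loaded with membrane potential dye containing 100 uM RO 20-1724 for 60 min. Compound added for 30 min; depolarization read as fluorescence intensity at 590 nm.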
Caspase-7 inhib: qHTS Assay for Allosteric/Competitive Inhibitors of Caspase-7. P55210. recombinant caspase-7, Ac-DEVD-AFC fluorescence rate. Potency, µM (highest dose often 57.5 µM), for the others: at the top dose activity change, negative = inhibition, most hits filed as inhibitors. 0.02% of 75,000 active. AID 889, 2007; active = well fitted inhibition curve with a large enough effect in the main read-out, with a control signal flat, not every such curve was filed as active; inconclusive = small, poorly fitted or top-dose-only effect, or a change in a side signal; note: potency is the fitted concentration of half-maximal effect; % of control where 0% means no effect
Target sequence (P55210 24-198 limits assumed): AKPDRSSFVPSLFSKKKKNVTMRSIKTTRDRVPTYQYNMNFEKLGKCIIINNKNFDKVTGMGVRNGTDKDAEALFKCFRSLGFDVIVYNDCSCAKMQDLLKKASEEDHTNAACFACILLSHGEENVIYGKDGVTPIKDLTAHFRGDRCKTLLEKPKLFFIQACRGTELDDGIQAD
Target sequence (P55210 207-303 limits assumed): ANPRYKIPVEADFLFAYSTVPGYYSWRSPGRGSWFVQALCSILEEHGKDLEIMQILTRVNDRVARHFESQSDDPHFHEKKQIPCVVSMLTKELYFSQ
Fluorescein autfl: qHTS Assay for Spectroscopic Profiling in Fluorescein Spectral Region | Compound autofluorescence, 480/540 nm, fluorescein-equivalent; hits give high values | max fluorescein-equivalent concentration, M | 0.91% of 59,000 active | AID 593, 2007; in the data active = max fluorescein-equivalent concentration above about 10 nM; inconclusive = between about 1.1 nM and that limit
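Compounds (23 nL) in 100 mM Tris pH 8.0, 15 min at room temperature, then fluorescence read at 480 nm excitation/540 nm emission. Signal converted to fluorescein-equivalent concentration from an on-plate fluorescein standard curve.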
Rhodamine fluor: qHTS Assay for Spectroscopic Profiling in Rhodamine Spectral Region. AID 594, 2007. 0.05% of 59,000 active. Rhodamine-region fluorescence, 547/598 nm, Tris buffer; hits give high values. max dye-equivalent concentration, M; in the data active = max dye-equivalent concentration above about 11 nM; inconclusive = between about 1.1 nM and that limit
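qHTS spectral profiling of compounds without any target or enzyme present, in pH 8.0 Tris buffer; plates were read after a 15-minute room-temperature incubation using the rhodamine-region filter set.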
Starred values were filed as active, the others as inactive; i = inactive; ? = inconclusive; . = not tested or not shown; [ ] = another dose, or the depositor's remark. Unless noted, calls come from the whole dose curve; as a rule, active = well fitted curve in the direction sought with a large enough effect; inconclusive = small, poorly fitted or top-dose-only effect, or another doubt; inactive = no such curve, though single readings can be large; an effect the other way counts as inactive or inconclusive.

SMILES	Casp1 inh	Texas Red fluor	4MU fluor	BRCT PPI green	A350 fluor	USP2a inh	BRCT PPI red	HEK293 cAMP cs	Caspase-7 inhib	Fluorescein autfl	Rhodamine fluor
Cc1nn(CC(=O)NCc2cccnc2)c(=O)c2ccccc12	0%	i	i	0.3%	i	2%	-0.5%	?	0%	i	i
CCOc1ccc(C(=O)Nc2ccncc2)cc1	-1%	.	.	-0.8%	.	2%	-1.1%	21%	0%	.	.
Cc1onc(-c2ccccc2Cl)c1C(=O)N(C)C1CCCCC1	1%	.	.	-2.7%	.	.	-1.3%	36%	0%	.	.
Cc1cc(C(=O)Nc2ccc(C(=O)O)cc2)c(-c2ccccc2)o1	-1%	i	i	-1.3%	i	-19%	0.0%	3%	-1%	?	i
O=C1c2ccccc2C(O)(Cc2ccccc2)N1Cc1ccco1 (stereo unspecified)	0%	i	i	0.3%	i	0%	0.3%	22%	0%	?	i
Oc1ccc2ccccc2c1/C=N/n1cnnc1	.	i	?	.	?	.	.	.	.	i	i
COc1ccc(C)cc1S(=O)(=O)NC1CCCCC1	?	.	.	-3.1%	.	6%	0.1%	2%	-1%	.	.
Cc1ccc(N(CC(=O)NCc2ccco2)C(=O)CCC(=O)Nc2ccccn2)cc1C	1%	i	i	2.0%	i	8%	1.1%	25%	1%	i	i
FC(F)(F)c1cc(-c2ccco2)nc(-n2cnc3ccccc32)n1	2%	?	1.7e-08M*	-1.1%	1.5e-08M*	-3%	1.0%	?	-4%	i	i
CC(=O)OCn1nnc2ccccc2c1=O	1%	?	i	-1.7%	i	-4%	0.9%	0%	-2%	?	i
O=C(CN1CCC(n2nnc3cc(F)ccc32)CC1)N1CCCc2ccccc21	-1%	i	i	0.8%	?	12%	-1.4%	17%	6%	i	i
CC(=O)OC[C@@H]1O[C@H](C/C=N\OC[C@@H](O)COCc2ccco2)C=C[C@@H]1OC(C)=O	-1%[11.5 µM]	.	.	1.6%[15.4 µM]	.	.	0.1%[15.4 µM]	3%[11.4 µM]	0%[11.5 µM]	.	.
Cc1noc(NS(=O)(=O)c2ccc(NC(=O)CCC3CCCC3)cc2)c1C	0%	i	i	-1.9%	i	15%	-1.4%	-6%	-1%	i	i
COC(=O)C1=C(C)N(C)C(C)=C(C(=O)OC)C1c1ccc(C(=O)OC)cc1	-2%	.	.	-2.0%	.	4%	-1.0%	?	-3%	.	.
O=C(Cn1c(SCC(=O)N2CCCc3ccccc32)nc2ccccc21)N1CCCC1	-1%	i	i	0.2%	i	12%	0.3%	22%	0%	i	i
O=C(Cc1cccs1)Nc1ccccc1NC(=O)Cc1cccs1	1%	.	.	-1.5%	.	5%	-0.7%	12%	-2%	.	.
Cc1cccc(N2C(=O)SC(N(CC(=O)O)c3cccc(C)c3)C2=O)c1 (stereo unspecified)	-4%	.	.	0.2%	.	.	0.1%	-8%	0%	.	.
c1coc(CNC2CCCCCCC2)c1	1%	i	i	-5.6%	i	1%	-2.0%	11%	0%	i	i
O=C(CSc1nc2ccccc2s1)NC(=O)NCc1ccco1	-6%	i	?	1.0%	?	26%	-1.8%	?	-14%	?	i
CN(C)c1cccc(-c2nnc(SCCCC#N)o2)c1	0%	?	1.2e-08M*	-0.6%	1.7e-08M*	6%	-1.5%	-5%	-3%	?	i

Next section, starting with the last 2 of the part before.
SMILES	Casp1 inh	Texas Red fluor	4MU fluor	BRCT PPI green	A350 fluor	USP2a inh	BRCT PPI red	HEK293 cAMP cs	Caspase-7 inhib	Fluorescein autfl	Rhodamine fluor
O=C(CSc1nc2ccccc2s1)NC(=O)NCc1ccco1	-6%	i	?	1.0%	?	26%	-1.8%	?	-14%	?	i
CN(C)c1cccc(-c2nnc(SCCCC#N)o2)c1	0%	?	1.2e-08M*	-0.6%	1.7e-08M*	6%	-1.5%	-5%	-3%	?	i
CSCCC(NC(=O)c1cc(CC(C)C)oc1C)C(=O)O (stereo unspecified)	0%	i	i	-0.9%	i	-16%	-0.3%	6%	-2%	?	i
Cc1cc(C)c(S(=O)(=O)O)c(C)n1	.	i	i	.	i	.	.	.	.	i	i
Cc1[nH]nc2c1C(CCc1ccccc1)C(C#N)=C(N)O2 (stereo unspecified)	.	i	i	.	i	.	.	.	.	?	i
O=C(Cn1cc2c(n1)CCCCC2)NCc1ccccn1	-11%	.	.	-2.0%	.	.	-2.9%	0%	-20%	.	.
COCCSc1nnc(NC(=O)CSCc2ccccc2)s1	0%	i	i	0.0%	i	-2%	-0.4%	7%	0%	?	i
COc1ccc(N(C(=O)c2ccco2)S(=O)(=O)c2cc(OC)ccc2OC)cc1	-1%	i	i	-0.5%	i	13%	0.0%	16µM*	-1%	i	i
C=COCCNC(=O)Nc1ccc(Cl)cc1Cl	1%	i	i	2.5%	i	5%	-0.2%	-3%	1%	i	i
CCOC(=O)c1cnn(-c2ncnc3c2cnn3Cc2ccccc2)c1N	0%	.	.	-4.7%	.	3%	0.2%	3%	1%	.	.
COc1cccc(Nc2nc(N)nc(C(F)(F)F)n2)c1	-2%	?	i	0.5%	i	3%	1.0%	-10%	0%	?	i
Cc1sc2nc(SCC(=O)c3cccs3)n(Cc3ccco3)c(=O)c2c1C	0%	i	?	-6.0%	?	55%[activator]	0.7%	?	-4%	?	i
O=C1NCCCN1Cc1ccc(F)cc1Cl	-1%	i	i	-1.2%	i	6%	0.7%	4%	-1%	i	i
COc1ccc(C(=O)NCc2nnc(SCC(=O)N3CCCCC3)o2)cc1OC	-1%	i	i	-1.2%	i	2%	-0.1%	0%	1%	i	i
O=C(c1ccccc1)N1CCCCC(Sc2nnc3ccccn23)C1=O (stereo unspecified)	1%	i	i	-1.5%	i	-3%	-0.8%	0%	2%	?	i
COC(=O)CSc1nc2ccccc2c(=O)n1C	1%	i	i	0.4%	i	1%	0.2%	3%	0%	i	i
Nc1nnc(Cc2ccc(Cl)c(Cl)c2)s1	.	i	i	.	i	.	.	.	.	i	i
CCOc1ccc(C(=O)NCc2ccncc2)cc1	0%	i	i	-1.6%	i	0%	-0.9%	1%	0%	i	i
Cn1c(=O)c2c(nc(SCC(=O)NCC3CCCO3)n2C)n(C)c1=O (stereo unspecified)	-1%	i	i	-2.6%	i	.	0.9%	-2%	1%	i	i
O=C(c1ccccc1)N1CCN(CC#Cc2ccccc2)CC1	-2%	i	i	-0.3%	?	-5%	0.0%	6%	0%	?	i
CCCCOCCOCCOCc1cc2c(cc1CCC)OCO2	0%	.	.	-1.7%	.	.	-0.4%	32µM*	0%	.	.
CC1=CCc2c(cc3oc(C)cc(=O)c3c2O)OC1	-11%	.	.	-1.1%[3.08 µM]	.	7%	1.4%	.	-21%	.	.
CCc1cccc(C)c1NC(=O)c1ccoc1C	0%	.	.	-1.6%	.	18%	-0.1%	9%[11.4 µM]	-1%	.	.
Cc1cc(C)n(C(=O)CCNC(=O)c2ccccc2Br)n1	0%	i	i	1.0%	i	21%	2.1%	11%	0%	?	i
O=c1oc(-c2ccco2)nc2c1cnn2-c1ccccc1	-1%	i	2.7e-08M*	-1.7%	2.5e-08M*	-17%	-0.4%	25%	1%	i	i
C#CCCCCCCCCCCCC(O)CC(O)COC(C)=O (stereo unspecified)	4%	.	.	-5.7%[3.08 µM]	.	61%[activator]	-3.7%	.	1%	.	.
C=CCOC(=O)C1=C(C)NC(SCC(=O)NC(=O)OCC)=C(C#N)C1c1cccnc1 (stereo unspecified)	?	i	7.1e-08M*	2.5%	1.4e-07M*	9%	0.6%	?	-28%	i	i
Cc1noc(N)c1C(=O)Nc1ccc(F)cc1	-1%	i	i	0.2%	i	4%	0.4%	0%	-2%	?	i
O=C(Cc1cc(=O)[nH]c(=O)[nH]1)NCC1CCCO1 (stereo unspecified)	-4%	.	.	-2.0%	.	.	0.8%	15%	-5%	.	.
CSc1nnc2c(n1)OC(C1CC=C(C)CC1)Nc1ccccc1-2 (stereo unspecified)	-4%	.	.	-3.2%	.	-7%	-1.2%	-2%	-4%	.	.
CC(=O)OC(C)(CCC(C)(OC(C)=O)C(C)=O)C(C)=O (stereo unspecified)	-3%	.	.	-4.1%	.	9%	-2.4%	-3%	0%	.	.
S=c1[nH]nc(C2COc3ccccc3O2)o1 (stereo unspecified)	5%	?	i	-0.2%	i	7%	2.2%	28%	0%	i	i
COc1cccc(C2CC(C(F)(F)F)n3ncc(C(=O)NCC4CCCO4)c3N2)c1 (stereo unspecified)	-1%	i	i	-2.5%	i	.	0.0%	2%	-1%	i	i

Profiles, quoted from the list. Values in the order: Casp1 inh | Texas Red fluor | 4MU fluor | BRCT PPI green | A350 fluor | USP2a inh | BRCT PPI red | HEK293 cAMP cs | Caspase-7 inhib | Fluorescein autfl | Rhodamine fluor
`O=C(Cc1cc(=O)[nH]c(=O)[nH]1)NCC1CCCO1` (stereo unspecified) reads -4% | . | . | -2.0% | . | . | 0.8% | 15% | -5% | . | .
`Cc1noc(N)c1C(=O)Nc1ccc(F)cc1` reads -1% | i | i | 0.2% | i | 4% | 0.4% | 0% | -2% | ? | i

Not all compounds are listed; count on the stated rates, not on these rows.
